Assay outcomes deposited in PubChem BioAssay by Sanford-Burnham Center for Chemical Genomics.
Rpn11 inh: Rpn11 (PSMD14) deubiquitinase inhibitors, primary screen, biochemical, fluorescence polarization, uHTS | 26S proteasome non-ATPase regulatory subunit 14 (Homo sapiens), O00487 | human 26S proteasome, Ub4-pepOG fluorescence polarization; 20S core pre-blocked with epoxomicin | calls only at 20 µM | 0.59% of 360,000 active | AID 588493, 2011;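 active means inhibition at 20 µM, scaled to each plate's controls, above about 33%, limit read from the data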
Target sequence (O00487 whole entry, looked up): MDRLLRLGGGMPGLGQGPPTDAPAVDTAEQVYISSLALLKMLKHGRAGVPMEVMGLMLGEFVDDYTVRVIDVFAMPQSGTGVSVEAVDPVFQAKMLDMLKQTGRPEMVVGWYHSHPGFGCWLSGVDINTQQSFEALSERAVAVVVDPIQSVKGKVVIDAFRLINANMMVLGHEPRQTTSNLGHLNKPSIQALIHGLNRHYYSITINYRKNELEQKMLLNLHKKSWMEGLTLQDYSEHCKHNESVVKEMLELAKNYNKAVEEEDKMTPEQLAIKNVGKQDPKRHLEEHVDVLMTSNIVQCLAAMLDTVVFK
STEP block: STEP phosphatase inhibitors, primary screen, biochemical, fluorescence intensity, uHTS; Tyrosine-protein phosphatase non-receptor type 5 (Homo sapiens), P54829; recombinant STEP, OMFP fluorogenic substrate; inhibition, % at 20 µM; 0.25% of 360,000 active; AID 588621, 2011;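 active means inhibition at 20 µM, scaled per plate between control wells, above about 37%, limit read from the data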;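 further: 0% = DMSO with enzyme and substrate and 100% = substrate only without enzyme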
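Assay system: isolated STEP enzyme. Buffer or medium: pH 6.0 Bis-Tris with DTT and Tween 20. Also added: fluorogenic phosphatase substrate OMFP at 25 µM final. Dosing: 20 µM, 1% DMSO. Timing: 20 min reaction, room temperature, in the dark. Measured by: fluorescence intensity, excitation 480 nm, emission 540 nm. Evaluation: normalized % inhibition.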
LMPTP inh: LMPTP phosphatase inhibitors, primary screen, biochemical, fluorescence intensity, uHTS; 0.22% of 360,000 active; inhibition, % at 20 µM; recombinant LMPTP-A, OMFP fluorogenic substrate;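 active means compounds that cut the enzyme signal by at least half of the control window in the single-dose screen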;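 further: plate controls were DMSO wells with enzyme plus substrate for no effect and substrate without enzyme for full effect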
Target sequence (P24666 whole entry, looked up): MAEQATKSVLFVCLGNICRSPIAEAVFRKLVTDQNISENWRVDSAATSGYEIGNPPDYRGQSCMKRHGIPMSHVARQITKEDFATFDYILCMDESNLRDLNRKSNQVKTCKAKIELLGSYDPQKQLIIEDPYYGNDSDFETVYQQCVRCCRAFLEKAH
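Assay system: LMPTP-A, protein tyrosine phosphatase of low molecular weight / Medium: pH 6.0 Bis-Tris buffer with DTT and Triton X-100 / Schedule: 50 min enzyme reaction at room temperature, protected from light / Measured by: endpoint fluorescence intensity from OMFP dephosphorylation / Read-out basis: % inhibition relative to no-enzyme and uninhibited control wells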
NadD block: inhibitors of S. aureus NadD, primary screen, biochemical, colorimetric, uHTS; AID 602399, 2012; purified NadD enzyme, colorimetric absorbance read-out; 0.78% of 360,000 active; Nicotinate-nucleotide adenylyltransferase NadD (Staphylococcus aureus N315); inhibition, % at 20 µM; in the data active means inhibition above about 26%; further: some compounds past the cut are filed as inactive
SUMO1-SIM PPI: modulators of SUMO1 protein-protein interactions, primary screen, biochemical, uHTS. 0.33% of 360,000 active. SUMO1 binding to a labelled peptide, TR-FRET, 1 h. Small ubiquitin-related modifier 1 (Homo sapiens), P63165. inhibition, % at 20 µM; in the data active means inhibition above about 37%
Target sequence (P63165 whole entry, looked up): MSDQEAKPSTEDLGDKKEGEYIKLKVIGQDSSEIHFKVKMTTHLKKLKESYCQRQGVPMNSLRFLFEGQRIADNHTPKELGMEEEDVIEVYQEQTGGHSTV
SKN-1 inh: suppressors of acrylamide-induced Pgst-4::GFP reporter in worms, primary screen, SKN-1 inhibitor project, whole organism, uHTS, GFP/RFP fluorescence ratio, strain VP596. C. elegans VP596 Pgst-4::GFP/RFP ratio, 24 h. 0.49% of 360,000 active. inhibition, % at 21.8 µM;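 active means interference check ratio from 0.5 to 1.5 plus GFP to RFP signal ratio inhibition reaching or exceeding a fixed threshold, cut at about 30% in these data, passing the limit was not always enough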; further: some compounds called inactive have numbers as strong as hits
CendR NRP1 mod: modulators of CendR peptide binding to NRP-1, primary screen, biochemical, fluorescence polarization, uHTS; Neuropilin-1 (Homo sapiens), O14786; FAM-RPARPAR peptide binding to NRP-1; inhibition, % at 25 µM; 0.85% of 360,000 active;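 active means inhibition or corrected inhibition above about 18%, plus a signal ratio from 0.5 to 1.5, limit read from the data, passing the limit was not always enough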; further: strong numbers were not always called active
MT1-MMP act inh: blockers of MT1-MMP proenzyme processing, primary screen, HT1080 RFP-PRO-GFP cells, GFP/RFP fluorescence | 0.061% of 360,000 active | GFP/RFP ratio change, % at 20 µM | GFP/RFP ratio fluorescence, overnight; percent of plate control window, DMSO zero | Matrix metalloproteinase-14 (Homo sapiens), P50281;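 active means GFP/RFP ratio change of at least 30% with cell ATP level not reduced by more than half and red fluorescence within 50% of control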; further: strong numbers were not always called active
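Test system: HT1080 RFP-PRO-GFP cells; Benchmarks: DMSO and RFP-L50D-GFP cell wells; Timing: cells overnight before dosing, compound overnight, 37 °C, 5% CO2; Compound: one 20 µM compound dose with 1% DMSO; Read-out: GFP/RFP fluorescence ratio.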
DNMT1 inh: human DNMT1 methyltransferase inhibitors, primary screen, biochemical, molecular beacon, fluorescence, HinP1I cleavage, uHTS. 0.83% of 360,000 active. AID 588458, 2011. inhibition (reported as % activation of signal), % at 10 µM; in the data active means inhibition above about 50%
Scp1 inh: Scp-1 phosphatase inhibitors, primary screen, biochemical, colorimetric, uHTS | Carboxy-terminal domain RNA polymerase II polypeptide A small phosphatase 1 (Homo … | Recombinant Scp1, phosphopeptide, malachite green phosphate absorbance | inhibition, % at 20 µM | 0.88% of 340,000 active;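 active means inhibition above about 50% at 20 µM, limit read from the data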;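 further: plate controls were DMSO wells with enzyme for no effect and wells lacking enzyme for full effect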
Target sequence (Q9GZU7 76-261 limits assumed): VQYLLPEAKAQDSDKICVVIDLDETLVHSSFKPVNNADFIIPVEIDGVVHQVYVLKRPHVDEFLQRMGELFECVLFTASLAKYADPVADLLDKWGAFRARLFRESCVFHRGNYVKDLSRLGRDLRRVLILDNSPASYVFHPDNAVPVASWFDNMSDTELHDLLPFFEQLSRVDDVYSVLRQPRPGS
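System: truncated SCP-1 phosphatase (76-261aa); medium: Tris acetate buffer pH 5.5 with MgCl2 and Tween-20; incubation: 45 min room-temperature reaction, 5 min colour, 30 min stabiliser; compound: single 20 µM dose, 1% DMSO; reagent: Phosphorylated 17-residue peptide substrate; read-out: % inhibition at 20 µM; technique: colorimetric free-phosphate detection, absorbance 630 nm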
* = called active by the depositor; i = inactive; . = not tested or not shown; + = active, no number; & = joins results of further samples.

SMILES	Rpn11 inh	STEP block	LMPTP inh	NadD block	SUMO1-SIM PPI	SKN-1 inh	CendR NRP1 mod	MT1-MMP act inh	DNMT1 inh	Scp1 inh
CCOc1ccccc1NC(=O)NCc1ccccc1	i	-4	-1.4	-1	-2	6	12	2	-1	-4
CCOc1ccc(CCNC(=O)c2nn(C)c3c2CS(=O)(=O)c2ccccc2-3)cc1	i	0	1.0	-9	-1	-13	6	-3	1	-11
Cc1cc(C)c(C)c(S(=O)(=O)NCc2ccc(C(=O)N3CCN(C)CC3)cc2)c1C	i	-2	0.6	-2	2	1	19	0	0	-4
CC(C)C(=O)Nc1c2c(nn1-c1ccccc1)CSC2	i	0	0.0	-2	-1	-5	5	-3	1	-11
O=c1cc(N2CCN(Cc3ccccc3)CC2)c(-c2ccccc2)n[nH]1	i	-4	-0.6	-7	-1	2	14	-3	0	-2
Cc1ccc(O)c(CNCCNCc2cc(C)ccc2O)c1	i	3	-2.0	0	1	-13	25*	.	4	4
Cc1ccc(N2CCN(S(=O)(=O)N3CCCCC3)CC2)cc1C	i	0	0.2	-3	3	12	31*	4	-1	-4
O=C(NCCc1ccc(O)cc1)c1ccc(Cl)cc1	i	0	-1.0	0	-4	-2	24*	-2	3	-3
COc1ccc(C)cc1N(CC(=O)NC1CCCC1)C(=O)CCC(=O)Nc1cc(C)on1	i	1	0.4	-6	2	0	1	6	-2	-3
O=c1c2ccccc2nc(-c2ccc(Cl)cc2Cl)n1CCCn1ccnc1	i	-3	-0.1	2	0	-17	0	-2	0	-1
CCCCc1ccc(NC(=O)C2CCN(S(C)(=O)=O)CC2)cc1	i	1	3.2	-4	2	18	5	8	4	1
Cc1cccc(CSCCNC(=O)CN2C(=O)c3ccccc3S2(=O)=O)c1	i	-1	-0.4	-2	-1	6	-3	0	-2	3
CCCCn1c(=O)n(CC(O)c2ccccc2)c(=O)c2c1ncn2C1CCCC1 (configuration not stated)	i	0	-1.2	8	0	2	6	-1	0	-8
O=C(Cc1ccccc1)NNS(=O)(=O)c1ccc([N+](=O)[O-])cc1	i	0	-1.1	2	-20	12	4	1	-2	-5
COc1ccc(NC(=S)NCCCc2ccccc2)cc1	i	2	-0.1	0	-2	6	12	0	12	7
COc1ccc(N=C2SCC(=O)N2Cc2ccccc2)cc1	i	0	-0.7	-5	2	4	-9	0	4	-7
CCN(CC)c1ccc(NC(=O)CCc2nnc3ccc(N4CCCC4)nn23)c(C)c1	i	-2	-0.1	-4	-4	13	-9	-4	-1	-7
COc1ccc(OC)c(NS(=O)(=O)c2ccc(Cl)s2)c1	i	-3	-0.1	-1	5	-12	-10	1	0	-10
NC(=O)NC(=O)CC1S/C(=N/N=C2\CSC(=O)N2)NC1=O (configuration not stated)	i	-2	-1.9	-3	3	-5	-14	-1	5	-7
O=C(CCOc1ccccc1)NCC(c1ccco1)N1CCCCC1 (configuration not stated)	+	-4	-1.0	4	1	50	4	-1	0	-7
O=C(Nc1ccc2c(c1)OCO2)C1CC(c2cccc(Br)c2)=NO1 (configuration not stated)	i	-3	2.6	-8	6	8	-3	4	1	-2
Cc1ccc(N(C(=O)c2sc(C)nc2C)C(C(=O)NC(C)(C)C)c2ccncc2)cc1 (configuration not stated)	i	-5	-0.8	7	0	2	-2	-1	1	-1
COc1ccc(/C=C/C(=O)Nc2cccc(S(=O)(=O)NC3=NCCCCC3)c2)cc1OC	i	0	3.1	1	-6	1	7	-3	-1	-3
Cc1c(C(=O)NCC2CCCO2)sc2nc(-c3ccc(F)cc3)cn12 (configuration not stated)	i	-1	-1.4	2	1	-4	-5	5	1	18
CN1CCN(CCn2c(=S)[nH]c3ccccc3c2=O)CC1	i	-1	-1.6	-5	3	-18	-4	-1	0	-12
CCOC(=O)C1CCCN(CCSc2ccc(C)cc2)C1 (configuration not stated)	i	-1	-2.5	-1	-1	-11	4	2	1	-8
C/C(=N/NC(=O)COc1cc(C)ccc1C(C)C)C(=O)O	i	0	0.8	3	7	-1	-11	3	6	-8
CCCN(C(=O)CSCc1ccccc1C)c1c(N)n(Cc2ccccc2)c(=O)[nH]c1=O	i	0	-1.5	-1	1	7	2	-2	3	-4
O=C(Nc1nc(-c2cccs2)cs1)c1ccc(S(=O)(=O)N2CCCCC2)cc1	i	0	4.1	12	5	-8	-9	-2	-14	-19
COc1ccc(CCNC(=O)CSc2nc(O)c(CCC(C)C)c(=O)[nH]2)cc1OC	i	1	-0.8	-6	-1	2	2	-2	1	-2
O=C(NCc1cccnc1)C1c2ccccc2C(=O)N1Cc1ccccc1 (configuration not stated)	i	-1	-0.3	5	3	-1	6	5	6	7
C=CCNC(=O)C(=O)NN=C1CCN(C)CC1	i	0	-9.0	12	-3	15	11	2	-3	-5
CCOc1ccccc1CN1CCN(Cc2[nH]c3ccccc3c2C)CC1CCO (configuration not stated)	i	-6	-1.7	-2	3	0	8	0	1	4
S=C(NCC1CCCO1)Nc1ccc(Nc2ccccc2)cc1 (configuration not stated)	i	4	0.2	1	-7	2	13	2	-3	-1
CN1CCN(CCC(=O)Nc2cccc(Br)c2)CC1	i	1	-1.9	-2	0	6	-11	2	-5	-10
CCOCCn1c(CN2CCN(C(c3ccccc3)c3ccccc3)CC2)nc2c1c(=O)n(C)c(=O)n2C	i	-2	0.7	4	-1	-6	0	-4	-1	-9
O=C(N/N=C/c1cccc(OC(=O)N2CCOCC2)c1)c1cccs1	i	-4	0.0	2	-7	7	4	5	0	-1
CCCc1nn(-c2ccccc2)c2c1C(c1cccs1)C(C#N)=C(N)O2 (configuration not stated)	i	-3	1.6	0	0	6	5	-1	-7	-17
CCOC(=O)c1c(C)[nH]c(C)c1C(=O)COc1ncnc2ccccc12	i	-1	-1.1	-1	0	8	8	-3	0	-1
CC(=O)N(Cc1cc(=O)[nH]c2ccccc12)c1ccccc1C	i	-2	1.5	-7	3	5	1	-6	1	-3
CCC(C)(CC(=O)O)CC(=O)Nc1cc(C(F)(F)F)cc(C(F)(F)F)c1 (configuration not stated)	i	0	-0.9	1	-1	-9	-11	3	2	-14
O=C(Nc1ncn[nH]1)c1ccccc1Br	i	-1	-1.8	-2	-2	-6	7	13	0	-9
O=C(COc1ccc(Cl)cc1)N1CCCCC1	i	0	-2.4	-2	2	6	-6	-5	1	-7
O=C1CC(c2ccc(Cl)cc2)n2nc(NS(=O)(=O)c3ccc(F)cc3)nc2N1 (configuration not stated)	i	1	0.8	0	3	3	-1	1	1	1
COc1ccc(Cc2c(O)nc(SCC(=O)NC34CC5CC(CC(C5)C3)C4)[nH]c2=O)cc1	i	2&-3	-0.8&-0.1	8&11	3&8	5&8	-13&3	-7&-4	0&1	-7&1
Cc1ccc(Cl)cc1NC(=S)N(CCN(C)C)Cc1cccs1	i	0	-2.9	-8	1	5	-12	1	1	1
Cc1ccc(/C=N/NC(=O)c2c(-c3ccccc3)noc2C)c(O)c1	i	-1	0.1	-7	-9	3	-5	-3	-2	.
COc1cc(NC(=O)CSc2nc(C)cs2)cc(OC)c1	i	2	-0.3	3	2	2	-6	-3	3	-5
CC1=C(C(=O)NC2CC(C)(C)Cc3c2cnn3-c2cccc(F)c2)OCCO1 (configuration not stated)	i	1	-0.1	-3	1	-26	15	2	1	-3
CC(C)(C)C(=O)Nc1cccc(-c2nc3ccccc3[nH]2)c1	i	4	-0.8	4	1	-12	16	1	-2	3

Molecules from the list above that have fluorine (four):
SMILES	Rpn11 inh	STEP block	LMPTP inh	NadD block	SUMO1-SIM PPI	SKN-1 inh	CendR NRP1 mod	MT1-MMP act inh	DNMT1 inh	Scp1 inh
Cc1c(C(=O)NCC2CCCO2)sc2nc(-c3ccc(F)cc3)cn12 (configuration not stated)	i	-1	-1.4	2	1	-4	-5	5	1	18
CCC(C)(CC(=O)O)CC(=O)Nc1cc(C(F)(F)F)cc(C(F)(F)F)c1 (configuration not stated)	i	0	-0.9	1	-1	-9	-11	3	2	-14
O=C1CC(c2ccc(Cl)cc2)n2nc(NS(=O)(=O)c3ccc(F)cc3)nc2N1 (configuration not stated)	i	1	0.8	0	3	3	-1	1	1	1
CC1=C(C(=O)NC2CC(C)(C)Cc3c2cnn3-c2cccc(F)c2)OCCO1 (configuration not stated)	i	1	-0.1	-3	1	-26	15	2	1	-3

Going on with the list.
SMILES	Rpn11 inh	STEP block	LMPTP inh	NadD block	SUMO1-SIM PPI	SKN-1 inh	CendR NRP1 mod	MT1-MMP act inh	DNMT1 inh	Scp1 inh
Cc1c(-c2nc(-c3ccc(C(F)(F)F)cc3)no2)n(C)oc1=O	i	3	0.9	-2	-10	-2	-10	1	5	-4
O=C(NN=Cc1cc([N+](=O)[O-])ccc1O)c1cccc2ccccc12	i	1	0.1	7	-3	7	-3	4	-4	-5
N/C(=N\OC(=O)CSc1ccccc1)c1ccc([N+](=O)[O-])cc1	i	-1	0.1	-7	-23	54*	-17	1	-2	-4
O=C(O)/C(=C\c1c(C(=O)O)[nH]c2cc(Cl)cc(Cl)c12)c1ccccc1	i	4	0.4	2	15	-19	-22	-1	-4	9
CC[n+]1c(C)n(C)c2cc(S(=O)(=O)N(C)C)ccc21	i	1	0.9	19	2	4	3	-4	10	23
O=C(CCS(=O)(=O)c1cccc2nonc12)N1CCN(c2ccc(F)cc2)CC1	i	1	-1.4	-3	-20	-24	-4	-1	2	0
Cc1cc(C)nc(N/N=C/c2ccco2)n1	i	1	-0.2	-1	-6	7	10	3	-1	-4
C(=N\N1CCN(c2ccccn2)CC1)/c1ccco1	i	0	0.2	5	0	-4	12	0	-2	-9
COc1ccc(C(O)c2nc(-c3ccc(Cl)cc3)cs2)cc1 (configuration not stated)	i	-1	1.8	-3	0	-2	-7	-3	-5	.
